Source: PubChem BioAssay
KCNQ2 inh – KCNQ2 channel blockers in CHO-K1 cells – cell-based, FluxOR thallium flux, B-score, primary screen (AID 2156); O88943; 20 min; active compounds read low; B-score at 10 µM; 310,000 tested, 1.1% active;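 active means fluorescence ratio B-score at most minus 3 library SDs, with starting brightness B-score within 2 library SDs, cut at about -5.5 in these data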
Target sequence (O88943 whole entry, looked up): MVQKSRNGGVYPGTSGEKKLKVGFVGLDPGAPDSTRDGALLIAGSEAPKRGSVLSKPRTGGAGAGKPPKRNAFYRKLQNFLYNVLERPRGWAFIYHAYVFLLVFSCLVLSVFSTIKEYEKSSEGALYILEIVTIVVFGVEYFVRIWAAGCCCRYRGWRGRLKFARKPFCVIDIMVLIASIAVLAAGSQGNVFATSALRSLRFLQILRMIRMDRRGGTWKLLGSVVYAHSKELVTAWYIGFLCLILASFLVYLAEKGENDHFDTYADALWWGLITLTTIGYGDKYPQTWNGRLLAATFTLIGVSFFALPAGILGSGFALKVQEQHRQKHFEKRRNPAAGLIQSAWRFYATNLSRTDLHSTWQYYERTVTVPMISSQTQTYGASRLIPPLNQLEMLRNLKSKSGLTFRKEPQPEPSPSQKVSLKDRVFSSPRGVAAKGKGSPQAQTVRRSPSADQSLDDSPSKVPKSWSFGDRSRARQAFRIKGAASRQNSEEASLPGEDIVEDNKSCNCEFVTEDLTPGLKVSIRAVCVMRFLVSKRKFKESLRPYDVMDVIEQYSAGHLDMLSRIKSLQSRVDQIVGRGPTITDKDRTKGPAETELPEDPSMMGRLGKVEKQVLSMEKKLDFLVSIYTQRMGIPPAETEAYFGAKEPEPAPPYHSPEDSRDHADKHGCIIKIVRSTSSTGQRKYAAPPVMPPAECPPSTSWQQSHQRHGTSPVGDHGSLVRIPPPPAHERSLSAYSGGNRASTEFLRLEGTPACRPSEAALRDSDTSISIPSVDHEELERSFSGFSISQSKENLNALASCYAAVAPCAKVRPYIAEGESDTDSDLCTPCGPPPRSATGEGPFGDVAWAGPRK
Kir21 inh – inhibitors of mouse Kir2.1 inward-rectifier potassium channel | AID 1672 | 310,000 tested, 0.85% active | HEK293-Kir2.1, FluxOR thallium flux fluorescence; active compounds read low | B-score at 10 µM | P35561;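 active means fluorescence ratio B-score at or below minus 3 SD of library scores, with starting-brightness B-score within 2 SD, cut at about -4.2 in these data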;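 further: channel flux triggered by added potassium and thallium sulfate stimulus; B-score of peak minus minimum fluorescence over baseline after thallium stimulus; more negative B-score means stronger Kir2.1 block with less thallium influx; some compounds called inactive have numbers as strong as hits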
* hit, by the source's call; i = inactive.

Compound | KCNQ2 inh | Kir21 inh
O=C(N/N=C/c1ccncc1)c1cc2c(ccc3ccccc32)o1 | i | -0.83
Cc1c(C(=O)N(C)Cc2ccccc2)oc2c(Cl)cccc12 | i | -2.71
Cc1cccc(NS(=O)(=O)c2ccc(C(=O)NCC(C)(C)N3CCOCC3)cc2)c1C | i | -0.36
Cc1cc(C(=O)OCC(=O)Nc2sc3c(c2C#N)CCC(C)C3)c2ccccc2n1 (stereo unspecified) | i | 0.25
Cc1cc(NC(=O)CCC(=O)N(CC(=O)NC2CCCC2)c2ccccc2)no1 | i | 0.55
COc1ccccc1C1CC(=O)NC(SCC(=O)Nc2ccccc2)=C1C#N (stereo unspecified) | i | -0.98
COc1ccc(C(C)(C)C)cc1NC(=O)CNc1cccc2ccccc12 | i | -0.67
c1ccc2c(SCc3cn4ccccc4n3)nncc2c1 | i | -0.54
O=C(CN1C(=O)c2cccc([N+](=O)[O-])c2C1=O)OCC(=O)N1CCCCC1 | i | -2.07
O=C(COC(=O)/C=C/c1ccc(S(=O)(=O)N2CCOCC2)cc1)NCc1ccc(Cl)cc1 | i | -1.2
COCCCNC(=S)NC1CC2CCC(C1)N2Cc1ccccc1 (stereo unspecified) | i | 0.75
COc1ccc(-c2nnc(SCc3cccc(C#N)c3)o2)cc1 | i | 1.65
COc1ccc(C(=O)N2CC3(CC(c4ccc(Cl)cc4)=NO3)C[C@H]2C(=O)NCC(N)=O)cc1 (stereo partly specified) | i | 0.26
CN(C)c1nc2ncn(Cc3ccccc3)c2c(=O)[nH]1 | i | 0.75
CCOc1ccc(S(=O)(=O)N(CCO)CCO)cc1-c1nc2c(C(C)(C)C)nn(C)c2c(=O)[nH]1 | i | -0.34
CCC(C)c1ccc(NC(=O)CN(C)CC(=O)Nc2cccc(OC)c2)cc1 (stereo unspecified) | i | -1.44
CCCc1nnc(SCC(=O)Nc2nnc(CC)s2)n1CC1CCCO1 (stereo unspecified) | i | -1.57
N#CCCn1cc(C(=O)Nc2ccc(C(=O)O)cc2)c(-c2cc3ccccc3o2)n1 | i | -2.95
C[C@@H](Oc1ccccc1)c1nnn(Cc2ccccc2)c1-c1c([C@@H](C)Oc2ccccc2)nnn1Cc1ccccc1 | i | 0
COc1ccc(N2CCN(S(=O)(=O)c3ccc(Cl)c(C(F)(F)F)c3)CC2)cc1 | i | 0.01
COc1cc(NC(=O)CN2CCC(C)CC2)c(C)cc1[N+](=O)[O-] | i | -0.02
Cn1cccc1C(=O)NCCc1ccc(Cl)cc1 | i | -0.7
OCCNc1nc(-c2ccccc2)c2cc(Br)ccc2n1 | i | 0.61
CC(=O)N/C(=C\c1ccccc1Cl)C(=O)O | i | 1.61
c1ccc(-c2nnc(N3CCOCC3)c3ccccc23)cc1 | i | 1.91
COc1ccc(C(=O)NC2(C(F)(F)F)NC(=O)N(CCCc3ccccc3)C2=O)cc1OC (stereo unspecified) | i | -1.24
COc1cc(/C=N\Nc2ccc([N+](=O)[O-])cc2)ccc1OCC(=O)Nc1ccc(C)c(C)c1 | i | -0.32
CCOC(=O)c1c(NC(=O)CSc2nnc3c(n2)[nH]c2ccccc23)sc2c1CCN(C)C2 | i | 1.26
Cc1ccccc1C(=O)NC1CCN(CC(=O)Nc2ccccc2Cl)CC1 | i | 0.54
CCOc1ccc(C(=O)NCCc2ccc3c(c2)OCCO3)cc1 | i | 0.65
COc1ccccc1OCCCN1C(=O)C(=O)c2cccc(C)c21 | i | 0.77
CCOC(=O)N1CCC(NC(=O)Cn2cc3c(n2)CCCCC3)CC1 | i | -1.37
N#Cc1c(N)n(-c2ccc(N)cc2)c2nc3ccccc3nc12 | i | -1.45
CSc1ccc(/C=C(/NC(=O)c2ccco2)C(=O)N2CCOCC2)cc1 | i | -0.66
CCN(Cc1ccccc1)C(=O)COC(=O)c1cnc(C)cn1 | i | 0.29
CCOC(=O)c1ccccc1NC(=O)/C=C/C(=O)O | i | -0.04
COCCN1CC(=O)N(c2cccc(C)c2C)C(c2ccc(Cl)cc2)C1=O (stereo unspecified) | i | -0.03
O=C1N[C@@H](Cc2ccccc2)[C@@H](c2ccco2)O1 | i | 0.93
O=C(NCc1ccco1)c1ccc(COc2cccc3ccccc23)cc1 | i | -1.82
NC(=S)N/N=C/c1ccc(Br)o1 | i | 0.85
COc1ccccc1NC(=O)N1CCN(C(=O)Nc2ccccc2OC)CC1 | i | -1.44
O=C(CN1C(=O)c2ccccc2C1=O)Nc1ccccc1N1CCOCC1 | i | -0.02
Cc1ccc(Cn2ccc(NC(=O)c3cc(C(C)C)on3)n2)cc1 | i | 1.52
Cc1ccc(OS(=O)Nc2cccc3nccnc23)cc1 (stereo unspecified) | i | 0.16
CC(/C=C/c1ccco1)=N/NC(=O)c1ccccc1Cl | i | -0.19

Continued; the last 7 above are carried over.
Compound | KCNQ2 inh | Kir21 inh
O=C(NCc1ccco1)c1ccc(COc2cccc3ccccc23)cc1 | i | -1.82
NC(=S)N/N=C/c1ccc(Br)o1 | i | 0.85
COc1ccccc1NC(=O)N1CCN(C(=O)Nc2ccccc2OC)CC1 | i | -1.44
O=C(CN1C(=O)c2ccccc2C1=O)Nc1ccccc1N1CCOCC1 | i | -0.02
Cc1ccc(Cn2ccc(NC(=O)c3cc(C(C)C)on3)n2)cc1 | i | 1.52
Cc1ccc(OS(=O)Nc2cccc3nccnc23)cc1 (stereo unspecified) | i | 0.16
CC(/C=C/c1ccco1)=N/NC(=O)c1ccccc1Cl | i | -0.19
COC(CNC(=O)C1CCCN1C(=O)OCc1ccccc1)OC (stereo unspecified) | i | 0.9
CC(C)n1c(C(F)(F)F)nc2cc(C(=O)N3CCOCC3)ccc21 | i | -1.71
COc1cccc(C(=O)CC(C#N)c2ccc(F)cc2)c1 (stereo unspecified) | i | 0.17
c1ccc(N2CCN(CC3CCCCC3)CC2)cc1 | i | 1.62
COc1ccc(C2CC(c3ccc(Br)cc3)=NN2C(=O)CN2CCCC2)cc1 (stereo unspecified) | i | -0.02
CCOC(=O)C1=C(CC)Nc2ccccc2N=C1NC(=O)Nc1ccccc1OC | i | -2.24
O=C(CS(=O)CC(=O)N(CC(=O)NC1CCCC1)c1ccc2c(c1)OCCO2)Nc1ccc(F)cc1 (stereo unspecified) | i | -0.41
C=CCSc1nc(-c2ccccc2)c2cc(Cl)ccc2n1 | i | 1.01
O=C(/C=C/c1ccccc1)OCC(=O)N1CCN(c2ccccc2)CC1 | i | 1.21
COC(=O)CCCNC(=O)CCc1nnc(-c2ccc(-c3ccccc3)cc2)o1 | i | 0.42
Cc1ccc(C(=O)C[n+]2ccc3ccccc3c2)cc1 | i | -0.83
O=C(NC1CC1)c1ccc(COc2ccc(F)cc2)o1 | i | -0.93
NS(=O)(=O)c1cc(C(=O)OCC(=O)Nc2ccccc2[N+](=O)[O-])ccc1Cl | i | -0.02
Cn1c2c(c(=O)n(C)c1=O)C(C(F)(F)F)(C(F)(F)F)N=C(c1ccc(Cl)cc1)N2 | i | -1.65
Cc1c(-c2nn(C)c(=O)c3ccccc23)oc2ccc(F)cc2c1=O | i | 1.89
C1CCC(OCCN2CCN(CCOC3CCCCC3)CC2)CC1 | i | -0.54
O=C1OC(c2ccccc2)=N/C1=C/c1cccc(OC(=O)c2cccs2)c1 | i | -0.09
CC(/C=N/n1c(C2CCCCC2)n[nH]c1=S)=C\c1ccccc1 | i | -0.02
CC1=CSC2=NC(C(F)(F)F)(C(F)(F)F)NC(=O)N12 | i | -0.62
Cc1cc(-c2nnc(SCC(=O)Nc3ccccc3C)n2N)n[nH]1 | i | 1.32
CN(Cc1ccccc1)C(=O)c1ccc(NC(=O)C2=CSCCO2)cc1 | i | 1.58
O=C(CC1C(=O)NCCN1Cc1cccc(Oc2ccccc2)c1)NCC1CCOCC1 (stereo unspecified) | i | 0.2
COc1ccc(S(=O)(=O)N2CCN(CCO)CC2)cc1-c1nnc2c3ccccc3c(C)nn12 | i | -1.2
O=c1[nH]cnc2onc(-c3ccc(F)cc3)c12 | i | 0.91
O=C(NC(=S)Nc1nc2ccccc2s1)c1cccs1 | i | 0.84
O=C(CSc1nccc(=O)[nH]1)Nc1ccc(N2CCOCC2)c(Cl)c1 | i | 0.54
Cc1cccc(Nc2nnc(SC/C(O)=C(\C#N)c3nc4ccccc4[nH]3)s2)c1C | i | 0
CSc1cccc(NC(=O)CC2Oc3ccccc3NC2=O)c1 (stereo unspecified) | i | -1.94
CCOc1ccc(NC(=O)CN(C)CC(=O)Nc2cc(Cl)ccc2C#N)cc1OCC | i | -2.62
O=C(CCS(=O)(=O)c1cccc2nsnc12)NCc1ccccc1Cl | i | 0.03
CCc1ccc(C(=O)NCc2ccc(Cl)cc2Cl)cc1 | i | 0.15
COc1ccc(NC(=O)NNC(=O)c2ccccc2-n2cccc2)cc1OC | i | 1.25
COc1cc(OC)c(/C=N/NC(=O)c2ccncc2)c(OC)c1 | i | 0.99
CCn1cc(C(=O)N2CCN(c3cccc(C)c3C)CC2)c(=O)c2ccc(C)nc21 | i | -1.25
Cc1ccc(/C=C2\CC(C)CC3=C2NC(=S)NC3c2ccc(C)cc2)cc1 (stereo unspecified) | i | -1.85
CCOC(=O)/C(C#N)=C1\C=CN(C)C(C)=N1 | i | -0.93
CCN1C(=O)NC(c2ccccc2)(c2ccccc2)C1=O | i | -2.27
O=C(Cc1ccccc1)Nc1ccccc1C(=O)Nc1ccc(C(=O)O)cc1 | i | 0.46
Cc1ccc(S(=O)(=O)N2CCOC23CCN(C(=O)c2ccc(Cl)cc2Cl)CC3)cc1 | i | 0.76
COc1ccc(OCCN2CCN(C(=O)c3ccc(OC(F)F)c(OC)c3)CC2)cc1 | i | 0.99
CCN1CCN(c2ccc(S(=O)(=O)N3CCCCC3)cc2NC(=O)Cc2c(Cl)cccc2Cl)CC1 | i | -0.04
O=S(=O)(c1cc(Cl)ccc1Cl)N1CCCC1 | i | 0.06
CCCC(=O)O[C@@H]1C[C@@H](C)N(C(=O)c2ccccc2)c2ccc(C)cc21 | i | -0.95
COc1ccc(N/C(N)=N/c2nc(CSc3nnc(C)s3)cc(=O)[nH]2)cc1 | i | 0.07
COc1ccc(N2Nc3n[nH]c(N)c3N2)cc1 | i | 0.24
Oc1ccccc1C1OCC2(CO1)COC(c1ccccc1O)OC2 (stereo unspecified) | i | 1.18
Cc1cccc(N(CC(=O)NCC2CCCO2)C(=O)CNS(=O)(=O)c2ccc(Cl)cc2)c1 (stereo unspecified) | i | 1.73
CCS(=O)(=O)Nc1cccc(C(=O)CC2(O)C(=O)Nc3ccccc32)c1 (stereo unspecified) | i | 0.41
Oc1ccc(-c2csc(Nc3ccccn3)n2)cc1 | i | -0.89
CNC(=O)CC12CC3CC(CC(C3)C1)C2 | i | 2.08
CCOC(=O)C1=C(N)OC2=C(C(=O)CCC2)C1c1ccccc1OCC (stereo unspecified) | i | -1.29
C/C=C1\COC(C(=O)NCc2ccncc2)(C(F)(F)F)C=C1C=C1CCCCC1 (stereo unspecified) | i | -0.8
O=C(CC1C(=O)CCCC1=O)c1ccccc1 | i | 0.66
CCN1CCN(CCOc2cccc(Cl)c2Cl)CC1 | i | -1.66
Cc1cc(=O)[nH]c(SCC(=O)c2c(N)n(C)c(=O)n(C)c2=O)n1 | i | 0.21
Nc1nonc1-n1nnc(C(=O)N/N=C/c2ccoc2)c1CSc1ccc(Cl)cc1 | i | -1.56
Cc1ccc(-c2ccc(/C=N/NC(=O)Cc3nnc(N)s3)o2)cc1Cl | i | 1.58
CCOC(=O)CSC1=C(C#N)C(c2ccco2)C(C(=O)OCc2ccccc2)=C(C)N1 (stereo unspecified) | i | -0.03
O=C(COC(=O)/C(=C/c1cccs1)c1cccs1)NC(c1ccccc1)c1ccccc1 | -8.64* | -1.12
Cc1cccc(C)c1NC(=O)CSc1nnc([C@@H]2CCCN2C(=O)OC(C)(C)C)o1 | i | -1.7

New compounds follow
Compound | KCNQ2 inh | Kir21 inh
CCOc1ccc(S(=O)(=O)NC(C)C(=O)NCc2ccncc2)cc1 (stereo unspecified) | i | -0.27
COc1ccc(C2(C)NC(=O)N(CC(=O)NCc3ccccc3F)C2=O)cc1 (stereo unspecified) | i | -0.8
CSc1ccccc1-c1nnc(-c2ccc(Cl)cc2Cl)o1 | i | 0.83
O=C(N/N=C1/CCSC1)c1cc(Br)ccc1O | i | 0.41
Cc1nc(C)c(C(=O)Nc2cccc(C)c2C)o1 | i | -0.35
CCC(C)[C@H]1COCCS(=O)(=O)N1Cc1ccccc1 (stereo partly specified) | i | -1.13
CC(C)CCn1c(SCC(=O)N2CC(=O)Nc3ccccc32)nc2scc(-c3cccs3)c2c1=O | i | 0.35
Cc1ccc(CNC(=O)C(=O)NCC2OCCN2S(=O)(=O)c2ccc(Cl)cc2)cc1 (stereo unspecified) | i | 0.9
Cc1cc(-c2nnc(SCC(=O)Nc3ccc(Cl)cn3)n2N)n[nH]1 | i | -0.03
O=C(CCSc1ccc(Cl)cc1)NCc1ccccn1 | i | 1.32
COc1ccc(OC)c(C(Nc2ccccc2)P(=O)(OC(C)C)OC(C)C)c1 (stereo unspecified) | i | -2.42
CCNc1c(NC(=O)C2CCC(C)CC2)c(=O)oc2ccccc12 (stereo unspecified) | i | 2.25
CCOC(=O)CC(NC(=O)Cn1nnc(-c2ccccc2C)n1)c1ccc(OC)cc1 (stereo unspecified) | i | -3.34
